LYPLA1 inh: LYPLA1 (human) inhibition in PME1 counter-screen | O75608 | recombinant LYPLA1, FP-Rh probe fluorescence polarization | inhibition, % at 5.9 µM | 320,000 compounds, 0.16% hits;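 active means inhibition above the mean of all tested compounds plus 3 SD, set per campaign, cut at about 14% in these data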;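 further: inhibitors block serine hydrolase probe labeling of LYPLA1 so polarization falls; 0% = enzyme with DMSO and 100% = wells lacking LYPLA1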
GSTO1 inh: blocks human GSTO1 in RBBP9 counter-screen. recombinant GSTO1, activity-based probe fluorescence polarization. P78417. 300,000 compounds, 1.1% hits. inhibition, % at 5.96 µM;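 active means inhibition above the campaign mean inhibition plus 3 SD, cut at about 35% in these data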;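 further: 0% = GSTO1-1 with DMSO and 100% = wells lacking GSTO1-1 enzyme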
LYPLA2 inh: counter-screen for PME1 inhibitors: inhibitors of human LYPLA2; inhibition, % at 5.9 µM; recombinant LYPLA2, FP-Rh probe fluorescence polarization; 320,000 compounds, 0.38% hits; AID 2177; O95372;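 active means inhibition above the screen-wide mean plus 3 SD, limit set per campaign, cut at about 26% in these data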;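 further: 0% = LYPLA2 with DMSO and 100% = wells lacking LYPLA2 enzyme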
Target sequence (O95372 whole entry, looked up): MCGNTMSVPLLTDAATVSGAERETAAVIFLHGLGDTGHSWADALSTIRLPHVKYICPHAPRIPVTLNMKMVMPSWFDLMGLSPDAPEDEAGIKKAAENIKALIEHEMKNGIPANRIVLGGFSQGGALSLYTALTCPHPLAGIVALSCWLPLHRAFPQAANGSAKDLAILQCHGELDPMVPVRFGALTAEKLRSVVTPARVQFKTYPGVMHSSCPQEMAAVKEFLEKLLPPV
PAFAH1B2 inh: PAFAH1B2 (human) inhibition. recombinant PAFAH1B2, FP-rhodamine activity probe, fluorescence polarization. AID 492953. P68402. 340,000 compounds, 1.2% hits. inhibition, % at 3.39 µM;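 active means inhibition above the mean of all tested compounds plus 3 SD, cut at about 24% in these data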;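 further: 0% = enzyme with DMSO and 100% = wells lacking PAFAH1B2; many of its hits are not listed in these tables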
Target sequence (P68402 whole entry, looked up): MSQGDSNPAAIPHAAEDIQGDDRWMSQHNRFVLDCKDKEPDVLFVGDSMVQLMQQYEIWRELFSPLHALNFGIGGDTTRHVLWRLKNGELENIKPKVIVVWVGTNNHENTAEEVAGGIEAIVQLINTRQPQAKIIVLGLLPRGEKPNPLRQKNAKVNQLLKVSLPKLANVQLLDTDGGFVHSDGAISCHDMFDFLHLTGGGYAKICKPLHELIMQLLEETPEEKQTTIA
PREPL inhibitor: inhibitors of human prolyl oligopeptidase-like enzyme PREPL | recombinant PREPL, fluorescence polarization activity-based probe | inhibition, % at 5.96 µM | 320,000 compounds, 0.68% hits | AID 2751; in the data active means inhibition above about 43%;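 further: 0% = enzyme with DMSO and 100% = wells lacking enzyme; many of its hits are not listed in these tables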
PAFAH1B3 inh: blocks human PAF acetylhydrolase 1B catalytic subunit 3 | recombinant PAFAH1B3, FP-rhodamine probe, fluorescence polarization | inhibition, % at 3.39 µM | 340,000 compounds, 0.28% hits;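 active means inhibition above the screen-wide average of all tested compounds plus 3 SD, cut at about 25% in these data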;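 further: 0% = enzyme with DMSO only and 100% = wells lacking PAFAH1B3 protein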
Target sequence (Q15102 whole entry, looked up): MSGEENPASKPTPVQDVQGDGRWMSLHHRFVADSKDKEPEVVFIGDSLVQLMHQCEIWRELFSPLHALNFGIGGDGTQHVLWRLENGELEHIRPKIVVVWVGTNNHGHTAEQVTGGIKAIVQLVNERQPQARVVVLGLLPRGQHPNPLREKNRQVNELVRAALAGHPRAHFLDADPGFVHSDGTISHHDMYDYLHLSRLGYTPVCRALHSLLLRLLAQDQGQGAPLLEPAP
PME-1 primary: blocks human protein phosphatase methylesterase 1 | 320,000 compounds, 0.53% hits | recombinant PME-1, FP-Rh probe fluorescence polarization | Q9Y570 | inhibition, % at 5.9 µM;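 active means inhibition above the campaign mean of all compounds plus 3 SD, cut at about 26% in these data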;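 further: competitive labeling of PME-1 active site by serine hydrolase directed probe; 0% = PME-1 with DMSO and 100% = wells lacking PME-1 enzyme; inhibitors block probe labeling so polarization falls and inhibition rises; many of its hits are not listed in these tables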
Target sequence (Q9Y570 whole entry, looked up): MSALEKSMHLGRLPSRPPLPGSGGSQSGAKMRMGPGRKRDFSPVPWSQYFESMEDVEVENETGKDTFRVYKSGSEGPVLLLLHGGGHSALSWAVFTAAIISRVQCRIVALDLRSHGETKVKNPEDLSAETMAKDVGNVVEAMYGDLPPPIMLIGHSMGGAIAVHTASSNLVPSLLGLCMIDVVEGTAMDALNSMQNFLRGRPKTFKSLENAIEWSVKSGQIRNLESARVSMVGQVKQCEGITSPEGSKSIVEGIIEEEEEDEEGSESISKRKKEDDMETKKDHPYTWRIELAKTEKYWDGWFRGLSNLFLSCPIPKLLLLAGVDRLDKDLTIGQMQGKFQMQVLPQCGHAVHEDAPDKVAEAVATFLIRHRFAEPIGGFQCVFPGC
PAD4 FP inh: blocks human protein arginine deiminase 4; Q9UM07; recombinant PAD4, RCA probe fluorescence polarization; inhibition, % at 6.36 µM; 330,000 compounds, 0.41% hits; AID 485272;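 active means percent inhibition above a cutoff equal to the mean of all tested compounds plus 3 SD, cut at about 15% in these data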;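 further: 0% = PAD4 with RCA probe and DMSO and 100% = probe without PAD4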
pPAFAH inh: inhibitors of human plasma PAF acetylhydrolase (pPAFAH); Q13093; recombinant pPAFAH, FP-rhodamine probe fluorescence polarization; 330,000 compounds, 1.5% hits; AID 463082; inhibition, % at 3.39 µM;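 active means inhibition above the mean inhibition across the screen plus 3 SD, cut at about 25% in these data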;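 further: inhibitors block binding of the rhodamine activity-based probe so polarization drops; 0% = enzyme with DMSO and 100% = wells lacking pPAFAH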
The depositor's hits bear a star; & = joins results of further samples. Some of the compounds tested, so the mix of outcomes need not match the whole.

`CN(CC(=O)Nc1ccc(Cl)c(C(F)(F)F)c1)C(=O)/C=C/c1ccco1` gave LYPLA1 inh 1, GSTO1 inh 0, LYPLA2 inh 5, PAFAH1B2 inh -3, PREPL inhibitor 12, PAFAH1B3 inh 4, PME-1 primary 2, PAD4 FP inh -1 and pPAFAH inh 3.
`CCCCCC(=O)NC(=S)Nc1cccc(-c2nc3ncccc3o2)c1` gave LYPLA1 inh 3, GSTO1 inh 1, LYPLA2 inh 6, PREPL inhibitor -5, PME-1 primary -2, PAD4 FP inh 1 and pPAFAH inh 1.
Screening O=[N+]([O-])c1ccccc1S(=O)(=O)N1CCN(Cc2ccc3c(c2)OCO3)CC1 returned LYPLA1 inh 2, GSTO1 inh 7, LYPLA2 inh 5, PAFAH1B2 inh 7, PREPL inhibitor 4, PAFAH1B3 inh 3, PME-1 primary 4, PAD4 FP inh -5 and pPAFAH inh 2.
Cc1cc(Nc2ccc(Cl)cc2)nc(NCc2ccccc2)n1 was read as LYPLA1 inh -5, GSTO1 inh -9, LYPLA2 inh -1, PAFAH1B2 inh 2, PREPL inhibitor 2, PAFAH1B3 inh 13, PME-1 primary 14, PAD4 FP inh -5 and pPAFAH inh 7.
`O=C(NCCN1CCNC1=O)C1CCC(=O)N(CCc2ccccc2)C1` (configuration not stated) gave LYPLA1 inh -2, GSTO1 inh 0, LYPLA2 inh -1, PAFAH1B2 inh 0, PREPL inhibitor 2, PAFAH1B3 inh 10, PME-1 primary 0, PAD4 FP inh 2 and pPAFAH inh 1.
For CCCN(CC1CC1)C(=S)NC(=O)c1ccccc1Br the results were LYPLA1 inh 2, LYPLA2 inh 5, PAFAH1B2 inh 18, PREPL inhibitor 4, PAFAH1B3 inh 1, PME-1 primary 2, PAD4 FP inh 1 and pPAFAH inh 3.
For CC(C)NC(=O)C12CC3CC(C1)CC(n1cnc(Cl)n1)(C3)C2 the results were LYPLA1 inh -2, GSTO1 inh -1, LYPLA2 inh 1, PAFAH1B2 inh 3, PREPL inhibitor -1, PAFAH1B3 inh 6, PME-1 primary -13, PAD4 FP inh 3 and pPAFAH inh 3.
Screening Cc1ccc(O)c(CCc2ccc(O)cc2)n1 returned LYPLA1 inh 2, GSTO1 inh -1, LYPLA2 inh 0, PAFAH1B2 inh 7, PREPL inhibitor -8, PAFAH1B3 inh 2, PME-1 primary -3, PAD4 FP inh -2 and pPAFAH inh 0.
`CCCCCCC(=O)NC(Nc1ccc(S(N)(=O)=O)cc1)C(Cl)(Cl)Cl` (configuration not stated) gave LYPLA1 inh 2, GSTO1 inh 6, LYPLA2 inh -4, PAFAH1B2 inh 4, PREPL inhibitor 2, PAFAH1B3 inh -5, PME-1 primary -3, PAD4 FP inh 1 and pPAFAH inh -1.
For CCOC(=O)/C=C1\CN(C(C)c2ccccc2)S(=O)(=O)c2ccccc21 (configuration not stated) the results were LYPLA1 inh 0, GSTO1 inh -10, LYPLA2 inh 8, PAFAH1B2 inh 0, PREPL inhibitor 8, PAFAH1B3 inh 9, PME-1 primary 1, PAD4 FP inh 2 and pPAFAH inh 8.
Screening CC1CCN(C(=O)CN2C(=O)C(=O)N(C)C2=O)c2ccccc2S1 (configuration not stated) returned LYPLA1 inh 0, LYPLA2 inh 3, PAFAH1B2 inh 8, PREPL inhibitor 20, PAFAH1B3 inh 4, PME-1 primary -2, PAD4 FP inh -4 and pPAFAH inh -2.
`O=C(NC1CCN(S(=O)(=O)c2ccccc2F)CC1)c1cccnc1` gave LYPLA1 inh -1, GSTO1 inh 2, LYPLA2 inh 4, PAFAH1B2 inh 2, PREPL inhibitor -3, PAFAH1B3 inh -7, PME-1 primary 4, PAD4 FP inh -1 and pPAFAH inh 3.
Screening O=C(Nc1ccc(S(=O)(=O)N2CCC(C(=O)NC3CCCCC3)CC2)cc1)c1ccco1 returned LYPLA1 inh -2, GSTO1 inh 4, LYPLA2 inh -7, PAFAH1B2 inh 0, PREPL inhibitor -1, PAFAH1B3 inh 10, PME-1 primary -6, PAD4 FP inh 0 and pPAFAH inh 0.
For CC(C)Cc1cc(C(=O)N2CCN(C(c3ccccc3)c3ccccc3)CC2)no1 the results were LYPLA1 inh -1, GSTO1 inh 3, LYPLA2 inh 3, PAFAH1B2 inh 3, PREPL inhibitor 8, PAFAH1B3 inh 8, PME-1 primary -1, PAD4 FP inh 2 and pPAFAH inh 5.
For Cn1c(=O)[nH]c(=O)c2c1nc(N1CCCCC1)n2C/C=N/NC(=O)c1cc(Br)ccc1O the results were LYPLA1 inh 1, GSTO1 inh -10, LYPLA2 inh 5, PAFAH1B2 inh 4, PREPL inhibitor 16, PAFAH1B3 inh 4, PME-1 primary -4, PAD4 FP inh 0 and pPAFAH inh 20.
CC(Oc1cccc(Cl)c1)C(=O)Nc1ccc(N2CCOCC2)cc1N1CCOCC1 (configuration not stated) was read as LYPLA1 inh 2, GSTO1 inh 5, LYPLA2 inh 1, PAFAH1B2 inh -2, PREPL inhibitor 22, PAFAH1B3 inh -3, PME-1 primary 5, PAD4 FP inh -1 and pPAFAH inh 10.
Screening CC(C(=O)c1ccccc1)[n+]1cccc(C(N)=O)c1 (configuration not stated) returned LYPLA1 inh 0, GSTO1 inh -2, LYPLA2 inh -6, PAFAH1B2 inh 1, PREPL inhibitor 2, PAFAH1B3 inh 4, PME-1 primary -1, PAD4 FP inh 2 and pPAFAH inh 3.
C[C@H](CCC(=O)O)[C@H]1CC[C@H]2[C@@H]3[C@H](O)C[C@@H]4C[C@H](O)CC[C@]4(C)[C@H]3C[C@H](O)[C@]12C was read as LYPLA1 inh 2&1&0, GSTO1 inh 0&-1&-8, LYPLA2 inh 1&6&2, PAFAH1B2 inh -3&3&0, PREPL inhibitor 9&5&0, PAFAH1B3 inh -2&-5&0, PME-1 primary 5&0&2, PAD4 FP inh -5&0&-1 and pPAFAH inh -2&6&-2.
`CCc1c(C)nc(N)n2c(SCC(=O)N3CCCc4ccccc43)nnc12` gave LYPLA1 inh 3, GSTO1 inh 0, LYPLA2 inh 6, PAFAH1B2 inh -2, PREPL inhibitor 12, PAFAH1B3 inh 0, PME-1 primary -3, PAD4 FP inh 5 and pPAFAH inh 1.
For CCCCn1c(N)c(N(CC(C)C)C(=O)c2ccc(S(=O)(=O)N3CCCCCC3)cc2)c(=O)[nH]c1=O the results were LYPLA1 inh 0, GSTO1 inh -1, LYPLA2 inh 1, PAFAH1B2 inh 7, PREPL inhibitor -6, PAFAH1B3 inh 6, PME-1 primary -1, PAD4 FP inh -1 and pPAFAH inh 2.
For COc1ccc2[nH]c3c(N4CC(C)OC(C)C4)ncnc3c2c1 (configuration not stated) the results were LYPLA1 inh 3, GSTO1 inh -1, LYPLA2 inh 2, PREPL inhibitor -1, PME-1 primary -8, PAD4 FP inh -2 and pPAFAH inh -1.
Screening Clc1nc(CN2CCCCC2)nc2sc3c(c12)CCC3 returned LYPLA1 inh 3, GSTO1 inh 1, LYPLA2 inh 3, PAFAH1B2 inh 4, PREPL inhibitor 7, PAFAH1B3 inh -3, PME-1 primary 1, PAD4 FP inh 0 and pPAFAH inh 3.
Screening O=S(=O)(Nc1nc2ccccc2nc1Cl)c1ccc2ccccc2c1 returned LYPLA1 inh -3, GSTO1 inh -4, LYPLA2 inh -1, PAFAH1B2 inh 2, PREPL inhibitor -3, PAFAH1B3 inh -3, PME-1 primary 0, PAD4 FP inh -1 and pPAFAH inh 7.
For COc1ccccc1NC(=O)COC(=O)Cc1ccc(S(=O)(=O)N2CCCCC2)s1 the results were LYPLA1 inh -1, GSTO1 inh 4, LYPLA2 inh -3, PAFAH1B2 inh 7, PREPL inhibitor 0, PAFAH1B3 inh 2, PME-1 primary -4, PAD4 FP inh -6 and pPAFAH inh 13.
For COc1ccccc1N1CCN(C(=O)c2noc(C)c2[N+](=O)[O-])CC1 the results were LYPLA1 inh -5, GSTO1 inh 7, LYPLA2 inh 3, PAFAH1B2 inh -2, PREPL inhibitor 11, PAFAH1B3 inh 4, PME-1 primary -5, PAD4 FP inh 6 and pPAFAH inh 0.
`COc1ccc(C(=S)Nc2ccccc2)cc1` gave LYPLA1 inh 1, GSTO1 inh 21, LYPLA2 inh 2, PAFAH1B2 inh -4, PREPL inhibitor -12, PAFAH1B3 inh 3, PME-1 primary 5, PAD4 FP inh 6 and pPAFAH inh 0.
COc1cc(C2NC(=O)NC(O)(C(F)(F)F)C2C(=O)c2cccs2)ccc1O (configuration not stated) was read as LYPLA1 inh 1, GSTO1 inh -6, LYPLA2 inh 3, PAFAH1B2 inh 4, PREPL inhibitor 0, PAFAH1B3 inh 5, PME-1 primary -1, PAD4 FP inh 0 and pPAFAH inh -4.
`Nc1nc(SCn2nnc3ccccc3c2=O)n[nH]1` gave LYPLA1 inh -2, GSTO1 inh 2, LYPLA2 inh 2, PAFAH1B2 inh 3, PREPL inhibitor 8, PAFAH1B3 inh 4, PME-1 primary -2, PAD4 FP inh -3 and pPAFAH inh -1.
For O=C1Nc2ccc(F)cc2C12Nc1ccccc1-c1nnc(SCc3ccccc3Cl)nc1O2 (configuration not stated) the results were LYPLA1 inh -2, GSTO1 inh 6, LYPLA2 inh -1, PAFAH1B2 inh 25*, PREPL inhibitor 7, PAFAH1B3 inh 9, PME-1 primary 0, PAD4 FP inh -1 and pPAFAH inh 2.
Cc1c(C#N)c(NC(=O)c2cccc(Cl)c2)n(Cc2ccccc2)c1C was read as LYPLA1 inh -4, GSTO1 inh -1, LYPLA2 inh -2, PAFAH1B2 inh -7, PREPL inhibitor 2, PAFAH1B3 inh -8, PME-1 primary 1, PAD4 FP inh -3 and pPAFAH inh 4.
Screening Cc1cc(C)n(-c2cc(C(=O)O)cc(C(=O)O)c2)n1 returned LYPLA1 inh -5, GSTO1 inh 2, LYPLA2 inh -7, PAFAH1B2 inh 8, PREPL inhibitor -4, PAFAH1B3 inh 6, PME-1 primary -3, PAD4 FP inh -1 and pPAFAH inh -2.
`Cc1[nH]c2ccc(-c3n[nH]c(=S)n3Cc3ccccc3)cc2c1C` gave LYPLA1 inh -1, GSTO1 inh 0, LYPLA2 inh -4, PAFAH1B2 inh 8, PREPL inhibitor 11, PAFAH1B3 inh -1, PME-1 primary 11, PAD4 FP inh 2 and pPAFAH inh 16.
Screening CC1CCc2sc(C(=O)NC3CCN(Cc4ccccc4)CC3)cc2C1 (configuration not stated) returned LYPLA1 inh -3, LYPLA2 inh 0, PAFAH1B2 inh 5, PREPL inhibitor -2, PAFAH1B3 inh -1, PME-1 primary -5, PAD4 FP inh 4 and pPAFAH inh 9.
Screening O=S(=O)(Nc1cccc(Cl)c1)c1cccc(-n2cnnn2)c1 returned PAFAH1B2 inh 5, PREPL inhibitor 19, PAFAH1B3 inh 14, PAD4 FP inh 0 and pPAFAH inh -1.
For COc1ccc(C(=O)CSc2nnc(CNC(=O)c3ccco3)n2C)cc1 the results were LYPLA1 inh 0, GSTO1 inh 12, LYPLA2 inh 11, PAFAH1B2 inh 3, PREPL inhibitor -3, PAFAH1B3 inh 8, PME-1 primary 1, PAD4 FP inh -4 and pPAFAH inh 2.
Screening CC(C)(C)C1=Nn2c(nnc2-c2ccccc2F)SC1 returned LYPLA1 inh 1, GSTO1 inh 1, LYPLA2 inh -1, PAFAH1B2 inh -2, PREPL inhibitor 10, PAFAH1B3 inh -4, PME-1 primary 3, PAD4 FP inh 2 and pPAFAH inh -2.

High-throughput results as filed in PubChem BioAssay.
